High-throughput results: PubChem BioAssay, National Center for Advancing Translational Sciences (NCATS)
Nrf2 activator – Nrf2 pathway activation; AREc32 ARE-luciferase reporter (MCF7-derived line), luminescence, 24 h; Potency, µM (series often up to 46.1 µM), for inactives: at the highest dose activation, most hits filed as activators; actives 0.31% (n = 410,000); further: potency means the concentration at half of the fitted maximal effect; % of control where 0% means no effect; nearly all actives have a fitted effect of over 65% in size
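Cells of the AREc32 ARE-luciferase line are plated in OPTI-MEM containing 5% FBS and left overnight at 37 deg C. Compounds are pinned in, incubation continues 24 hr, and firefly luciferase signal is then measured.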
S2 tox – cell viability loss in ATXN counter-screen | Potency, µM (titrated, usually from 56.7 µM), usual class: cytotoxic | S2 cells (HEK-293 line with an ATXN2-luciferase reporter) viability, CellTiter-Fluor protease fluorescence, 24 h | actives 0.49% (n = 400,000); further: potency means the concentration at half of the fitted maximal effect; nearly all actives have a fitted effect of over 40% in size
HepG2 tox – kills HepG2 cells in TGF-b inhibitor counter-screen; HepG2 CAGA-GFP viability, ATP luminescence, 18 h; Potency, µM (highest dose often 46.1 µM), for the others: top-dose activity change, negative = cytotoxicity, most hits filed as cytotoxic; actives 0.76% (n = 410,000); AID 588856; further: potency means the concentration at half of the fitted maximal effect; some results filed as inactive show a strong effect at the top dose
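CellTiter-Glo luminescence gave cytotoxicity after 18 hours at 37 degrees C. The cells were HepG2 CAGA-GFP in 1% FBS DMEM, stimulated with 500 pg/mL TGF-beta after compound addition. %Activity was normalised to no-cell wells (complete cell-killing) and DMSO (no toxicity), and curves were fitted and classified.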
A549 tox – A549 cytotoxicity, counter-screen for Nrf2 inhibitors | A549 ARE-Fluc cells, CellTiter-Fluor viability, 18-24 h | actives 0.16% (n = 390,000) | Potency, µM (series often up to 46 µM), for the others: top-dose activity change, negative = cytotoxicity, hits mostly inhibitors; further: potency means the concentration at half of the fitted maximal effect; on the % scale 0 is the no-effect control and ±100 the full control effect
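A549 ARE_Fluc cells in 5% FBS OPTI-MEM were exposed to compounds in concentration-response for 18-24 h at 37 deg C. Viability was read by CellTiter-Fluor fluorescence (Ex 405/Em 525) after 30 min, before the luciferase read.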
MmCpn inh – blocks the Methanococcus maripaludis chaperonin Mm-Cpn | Potency, µM (series often up to 76.9 µM), for the others: at the top dose activity, negative = inhibition, hits mostly inhibitors | actives 0.031% (n = 330,000) | AID 504842 | purified Mm-Cpn ATPase, ADP Transcreener TR-FRET; further: potency means the concentration at half of the fitted maximal effect; on the % scale 0 is the no-effect control and ±100 the full control effect; nearly all actives have a fitted effect of over 80% in size
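Purified archaeal Mm-CPN (25nM final) preincubated 10 min at 37degC with compound, then 10uM ATP for 30 min at 37degC; ADP measured by HTRF Transcreener TR-FRET; buffer 30 mM TRIS pH 7.4, 100mM KCl, 5mM MgCl2, 1mM DTT.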
Akt phos inh – Akt phosphorylation inhibition | Neuro2A IGF-stimulated pAkt S473 HTRF, 20 min; active compounds read low | activity change, % for hits at 50 µM | actives 0.32% (n = 360,000) | AID 651550; in the data active means activity change below about -80%; inconclusive means mostly about -51% to -80%; further: on the % scale 0 is the no-effect control and ±100 the full control effect
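Single-point screen (50 µM final compound) in Neuro2A cells stimulated 20 min with 6 nM IGF at 37 deg C. After lysis, Ser473-phosphorylated Akt read by HTRF (ex 330 nm, em 615/665 nm) as the 665/615 ratio.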
CCT chaperon mod – changes cytosolic chaperonin activity. actives 0.3% (n = 360,000). purified chaperonin ATPase assay, HTRF ADP detection, 30 min. activity change, % (test concentration not listed), hits read low; in the data active means activity change below about -30%; further: on the % scale 0 is the no-effect control and ±100 the full control effect
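TRiC (40 or 20 nM final, by batch activity) in 30 mM Tris pH 7.4, 100 mM KCl, 5 mM MgCl2, 1 mM DTT was treated with compound at 76 uM single dose, then 10 uM ATP, 30 min at 37 °C. ADP was read by HTRF Transcreener.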
Nrf2 block – inhibitors of Nrf2 signaling; A549 ARE-Fluc reporter, luciferase luminescence, 18-24 h; Potency, µM (titrated, usually from 46 µM), inactives show at the top dose activity change, negative = inhibition, actives largely listed as inhibitors; actives 2.1% (n = 360,000); AID 504444; further: potency means the concentration at half of the fitted maximal effect; on the % scale 0 is the no-effect control and ±100 the full control effect; nearly all actives have a fitted effect of over 60% in size
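A549 ARE_Fluc cells (5000/well, 5% FBS OPTI-MEM) pre-incubated 2 h, then treated with compounds 18-24 h at 37C/5% CO2 in concentration-response. CellTiter-Fluor viability read first; BugLite luciferase luminescence after 15 min at room temperature gives Nrf2 activity.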
TGFb SMAD3 inh – blocks TGF-b signaling. Potency, µM (series often up to 46.1 µM), for inactives: at the top dose activity, negative = inhibition, actives largely listed as inhibitors. HepG2 CAGA-GFP TGF-b/SMAD3 reporter, GFP fluorescence, 18 h; TGF-beta stimulated, 500 pg/mL final. actives 1.2% (n = 410,000). AID 588855; further: potency means the concentration at half of the fitted maximal effect; on the % scale 0 is the no-effect control and ±100 the full control effect; nearly all actives have a fitted effect of over 65% in size
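Inhibition of TGF-beta-driven CAGA-GFP reporter expression in HEPG2 cells is measured by cellular GFP fluorescence after 18 h stimulation with 500 pg/mL recombinant TGF-beta in 1% FBS medium at 37 degrees C.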
The depositor's hits bear a star; i = inactive; ? = inconclusive; · = no result given; [ ] = remark or other dose. Unless noted, the call rests on the fitted dose curve; in most records, active means well fitted curve in the direction sought with a large enough effect; inconclusive means small, poorly fitted or top-dose-only effect, or another doubt; inactive means no such curve, though single readings can be large; an effect the other way counts as inactive or inconclusive.

SMILES	Nrf2 activator	S2 tox	HepG2 tox	A549 tox	MmCpn inh	Akt phos inh	CCT chaperon mod	Nrf2 block	TGFb SMAD3 inh
CC(C)Cn1cnc2c(Sc3c([N+](=O)[O-])ncn3C)nc(N)nc21	4.5%	?	-1%	?	·	i	1.0	8%	?
Cc1cc(SCC#N)n2nc(C)c(-c3ccccc3)c2n1	11%	i	-23%	-9%	1%	i	-3.5	?	16%
O=C(CNC(=O)c1ccc(Br)o1)NCC(=O)OCc1ccccc1	-0.4%	i	1%	10%	1%	i	1.2	7%	20%
CCSc1nnc(SCC(=O)Nc2cc(C)on2)s1	0.1%	i	-11%	8%	0%	i	-5.4	?	-10%
COC(=O)c1c(SC)nc2ccccc2c1OCc1ccc(Br)cc1	0.0%	i	-2%	1%	·	·	·	-16%	-7%
COc1ccc(Cl)cc1-c1cc(C(=O)Nc2cc(OC)c(OC)c(OC)c2)[nH]n1	6.8%	?	-31%	·	·	i	-0.1	·	?
COc1ccc(S(=O)(=O)N2CCN(CC(=O)N3CCOCC3)CC2)cc1OC	0.3%	i	-32%	1%	5%	i	-4.6	?	-23%
O=c1ccc(S(=O)(=O)N2CCCC2)cn1Cc1ccc(Cl)cc1Cl	3.2%	i	-15%	-7%	0%	i	-2.1	?	?
O=C(O)c1cc2c(cn1)[nH]c1ccccc12	1.8%	i	1%	1%	2%	i	-1.1	-3%	19%
Cc1ccc(NC(=O)/C=C/c2ccccc2Cl)cc1Cl	11%	i	-23%	4%	·	·	·	24%	-14%
Cc1cccc(-n2ccc(=O)c(C(=O)Nc3ccc(S(=O)(=O)Nc4nccc(C)n4)cc3)n2)c1	0.1%	i	16%	3%	-15%	i	-0.2	8%	12%
Cc1cccc(NC(=O)Cn2nnc3ccccc32)c1	5.0%	i	0%	-4%	1%	i	-0.9	?	-6%
COc1ccc(CC(=O)N2CCNC2=O)cc1	0.2%	i	-6%	-4%	-1%	i	0.4	3%	-3%
Cc1nn(C)c(C)c1S(=O)(=O)N1CCCC(C(=O)NC2CCCCC2)C1 (stereo not drawn)	-0.8%	i	16%	-5%	1%	i	-1.6	5%	2%
Cc1ccc(-c2cc(C(=O)OCC(=O)NC3CC3)c3ccccc3n2)cc1	4.1%	?	-31%	-5%	-8%	i	0.5	-10%	-13%
CC1(C)Cc2c(sc3nc(-c4ccccc4Cl)n(N)c(=O)c23)CO1	-0.2%	i	-9%	-3%	0%	i	-1.5	?	0%
O=C(COc1ccc2c(c1)OCO2)Nc1ccc(Cl)cn1	3.3%	i	3%	-21%	2%	i	0.4	?	17%
CC(=O)c1ccc(N2CCN(C(=O)c3noc4c3CSc3ccccc3-4)CC2)cc1	1.2%	i	-20%	2%	-1%	i	1.0	-5%	-23%
COc1ccc(C2=CC(=O)CC(C)(C)C2)cc1OC	4.1%	i	-21%	-1%	-1%	i	-3.0	-5%	-30%
CCN(CC(=O)Nc1ccccc1C(F)(F)F)C(=O)CSCC(=O)Nc1cc(C)on1	-0.9%	i	-11%	4%	0%	i	1.7	-3%	-13%

Grouped by structure, the entries above with an aryl methoxy group (four)
SMILES	Nrf2 activator	S2 tox	HepG2 tox	A549 tox	MmCpn inh	Akt phos inh	CCT chaperon mod	Nrf2 block	TGFb SMAD3 inh
COc1ccc(Cl)cc1-c1cc(C(=O)Nc2cc(OC)c(OC)c(OC)c2)[nH]n1	6.8%	?	-31%	·	·	i	-0.1	·	?
COc1ccc(S(=O)(=O)N2CCN(CC(=O)N3CCOCC3)CC2)cc1OC	0.3%	i	-32%	1%	5%	i	-4.6	?	-23%
COc1ccc(CC(=O)N2CCNC2=O)cc1	0.2%	i	-6%	-4%	-1%	i	0.4	3%	-3%
COc1ccc(C2=CC(=O)CC(C)(C)C2)cc1OC	4.1%	i	-21%	-1%	-1%	i	-3.0	-5%	-30%

(further entries)
SMILES	Nrf2 activator	S2 tox	HepG2 tox	A549 tox	MmCpn inh	Akt phos inh	CCT chaperon mod	Nrf2 block	TGFb SMAD3 inh
CC[C@H]1OC(=O)[C@H](C)[C@@H](O[C@H]2C[C@@](C)(OC)[C@@H](O)[C@H](C)O2)[C@H](C)[C@@H](O[C@@H]2O[C@H](C)C[C@H](N(C)C)[C@H]2O)[C@](C)(O)C[C@@H](C)CN(C)[C@H](C)[C@@H](O)[C@]1(C)O	3.1%	i	-5%	?	·	·	-0.5	-2%	27%
O=C(Nc1ccc2nc3n(c(=O)c2c1)CCCCC3)C(=O)N1CCN(c2ccc(F)cc2)CC1	1.4%	i	-26%	10%	0%	i	-0.1	?	-22%
O=C(OCc1nc2ccsc2c(=O)[nH]1)c1ccc(Cl)nc1	0.5%	i	0%	-2%	0%	i	0.4	5%	0%
CCCCCCCCCc1nc(N)n[nH]1	1.9%	i	-17%	-1%	-10%	i	-3.9	-11%	-19%
O=c1cc(CSc2ccc(Cl)cc2)[nH]c2[nH]n(-c3ccccc3)c(=O)c12	-0.1%	i	5%	-13%	3%	i	0.2	4%	0%
CCC1CN(C(=O)Nc2ccccc2C(F)(F)F)c2ccccc2S1 (stereo not drawn)	0.3%	·	1%	8%	·	·	·	?	-4%
C[C@H](NC(=O)N1CCn2c1nc1ccccc12)C(=O)NCCc1ccccc1	-0.2%	i	9%	3%	-3%	i	0.1	5%	0%
CCn1c(SCc2nc3ccccc3c(=O)[nH]2)nc2ccccc2c1=O	4.0%	i	-28%	-10%	3%	i	-0.6	?	-41%
O=C(c1ccc(F)cc1)N1CCCCC(Sc2nnc3ccccn23)C1=O (stereo not drawn)	-0.9%	i	11%	-2%[1.84 µM]	·	i	-1.0	7%	-33%
CC(=O)N1CCN(Cc2nc3cc(NC(=O)c4ccc(Cl)cc4)ccc3n2C)CC1	2.4%	i	-25%	-15%[1.84 µM]	0%	i	-0.2	10µM*	?
COc1cc(Cl)c(NC(=O)c2cc(S(=O)(=O)N3CCOCC3)cn2C)c(OC)c1	3.0%	i	-10%	0%	·	·	·	10%	-7%
CC1(C(=O)O)CCN1C(=O)COc1ccc(Cl)cc1 (stereo not drawn)	-0.9%	i	3%	·	·	i	0.6	·	-5%
O=C(CSc1nnc(C2CC2)n1C1CC1)N1CCN(c2ccc(O)cc2)CC1	0.3%	i	1%	·	·	i	-1.0	·	3%
CCc1nnc(NC(=O)CCNC(=O)c2ccco2)s1	0.0%	i	-18%	10%	-3%	i	-0.8	3%	-1%
Cc1nc2nc(SCC(N)=O)[nH]c2cc1Br	-0.2%	i	-17%	2%	-6%	i	-2.6	?	8%
OC(COc1ccc(OCc2ccccc2)cc1)CN1CCOCC1 (stereo not drawn)	-0.3%	i	-8%	-3%	3%	i	0.1	1%	-8%
O=C(c1ccc(CSc2nc3ccncc3[nH]2)cc1)N1CCCCC1	0.1%	i	-20%	-5%	1%	i	-3.2	0%	?
CC(C)CCNC(=S)Nc1ccc2nc3n(c(=O)c2c1)CCCCC3	2.5%	i	-12%	0%	2%	i	-0.5	?	0%
O=C(Nc1ccc(N2CCN(C(=O)c3ccccc3)CC2)c(Cl)c1)c1cccnc1	-0.1%	i	-25%	-10%	1%	i	-4.2	?	3%
CCC(C)(C(=O)NC1CCCCC1)N(C(=O)c1ccccn1)c1ccc(C)cc1 (stereo not drawn)	0.2%	i	-20%	3%	-1%	i	-1.9	-8%	-1%
C=CC[C@H](CC(=O)NCCO)C(=O)NC[C@@H](OC(=O)[C@@H](CC=C)CC(=O)OC(C)(C)C)c1ccccc1	0.9%	i	-6%	5%	3%	i	0.7	3%	-7%
CSc1nc(C)c(C(=O)Nc2ccccc2)c(C)c1C#N	0.4%	i	0%	7%	-2%	i	-2.9	·	13%
CCOc1ccc(C2CC(=O)Nc3c2c(=O)[nH]c2ncnn32)cc1 (stereo not drawn)	-1.0%	i	-4%	-10%	·	·	·	4%	7%
CCOc1cc2[nH]c(=S)n(CCN3CCCCC3CC)c(=O)c2cc1OCC (stereo not drawn)	-0.3%	?	-25%	?	1%	i	-2.8	-21%	2%
COCCNC(=O)c1ccccc1NC(=O)Nc1ccccc1	3.8%	i	0%	5%	1%	i	-1.4	6%	0%
CCC(C)[C@H]1CNCCN1CCC12CC3CC(CC(C3)C1)C2 (stereo partly drawn)	-1.9%	i	-40%	?	1%	i	0.1	-3%	-12%
CCOc1nc2c(c(=O)n(C)c(=O)n2C)n1Cc1ccccc1Cl	0.2%	?	-19%	-11%	0%	i	0.2	18µM*	-24%
COc1ccc(N2C(=O)CC(NNC(=O)c3cc(C)oc3C)C2=O)cc1 (stereo not drawn)	-0.9%	i	-20%	1%	1%	i	-3.9	-10%	-21%
Cc1ccc(OCc2ccc(C(=O)NN)o2)c([N+](=O)[O-])c1	4.0%	?	-78%	-2%	-12%	i	0.4	14%	?
Cc1c(Cl)cccc1NC(=O)c1ccc2c(c1)CCN2S(=O)(=O)c1ccccc1	-0.3%	i	-3%	-5%	·	·	·	15%	4%

2 entries picked at random from the list so far:
SMILES	Nrf2 activator	S2 tox	HepG2 tox	A549 tox	MmCpn inh	Akt phos inh	CCT chaperon mod	Nrf2 block	TGFb SMAD3 inh
C=CC[C@H](CC(=O)NCCO)C(=O)NC[C@@H](OC(=O)[C@@H](CC=C)CC(=O)OC(C)(C)C)c1ccccc1	0.9%	i	-6%	5%	3%	i	0.7	3%	-7%
CCOc1cc2[nH]c(=S)n(CCN3CCCCC3CC)c(=O)c2cc1OCC (stereo not drawn)	-0.3%	?	-25%	?	1%	i	-2.8	-21%	2%

Compounds were not picked by outcome; any-hit rate near 4.4%.
